Arrestin-AP2 inh = human beta-arrestin and AP2 interaction inhibition. 0.31% of 340,000 active. inhibition, % at 10 µM. FITC-arrestin peptide / GST-AP2 beads, flow cytometry; AP2 beta2 appendage carries R879A mutation. AID 504490;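 active = inhibition above a set limit, near 3 SD of compounds lacking own fluorescence, cut at about 54% in these data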;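 note: plate controls were DMSO wells for no effect and 5 µM unlabelled arrestin peptide for full effect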
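Assay system: GST-AP2 R879A bound to glutathione beads, E. coli-expressed; Medium: PBS with 0.05% Tween 20 and 0.1% BSA; Also added: fluorescein-tagged arrestin peptide at 50 nM final; Timing: 12 min plus 1 h, RT; Measured by: flow cytometry, FL1 (488/535 nm); Evaluation: percent drop in bead-associated FITC signal.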
V-ATPase pH = regulators of yeast V-ATPase proton transport; S. cerevisiae, pHLuorin cytosolic pH fluorescence; response, % at 10 µM; 0.37% of 350,000 active; AID 504577; in the data active = response mostly above about 7.3%, no sharp cut-off; inactive = mostly below about 5.4%; note: actives read high; inactives centre near 0; some compounds called inactive have numbers as strong as hits; reference of the scale not given here
DSG3 Ab inh = inhibitors of pemphigus antibody binding to human desmoglein-3; DSG3-coupled beads, scFv-anti-DSG3-GFP binding, flow cytometry; hits give low values; binding (percent of control), % at 10 µM; 0.48% of 310,000 active; AID 588358;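 active = binding more than 3 SD below its plate's average and above zero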;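 note: hits lower antibody fragment binding to DSG3; some compounds called inactive have numbers as strong as hits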
MOR-DOR ag = OPRM1-OPRD1 heterodimerization agonism; cells, luminescence; AID 504326; activation, % at 9.3 µM; 0.3% of 340,000 active; in the data active = activation above about 18%;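 note: 0% = vehicle-treated cells and 100% = reference agonist; values of inactives mirror those of a sister screen read the other way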
HTR5A ag = counter-screen for OPRM1-OPRD1 agonists: human HTR5A agonism | 0.61% of 340,000 active | HTR5A agonist assay, luminescence, cell-based | activation, % at 9.3 µM; in the data active = activation mostly above about 9.5%, no sharp cut-off; inactive = mostly below about 7.6%;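 note: 0% = cells with vehicle only and 100% = reference agonist; strong numbers were not always called active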
DAGLB inh = diacylglycerol lipase beta (human) inhibition. 0.059% of 340,000 active. AID 504411. Q8NCG7. HEK293T DAGLB membrane lysate, EnzChek fluorogenic substrate. inhibition, % at 5.17 µM; in the data active = inhibition above about 34%;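 note: 0% = enzyme with vehicle and 100% = wells lacking enzyme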
Target sequence (Q8NCG7 whole entry, looked up): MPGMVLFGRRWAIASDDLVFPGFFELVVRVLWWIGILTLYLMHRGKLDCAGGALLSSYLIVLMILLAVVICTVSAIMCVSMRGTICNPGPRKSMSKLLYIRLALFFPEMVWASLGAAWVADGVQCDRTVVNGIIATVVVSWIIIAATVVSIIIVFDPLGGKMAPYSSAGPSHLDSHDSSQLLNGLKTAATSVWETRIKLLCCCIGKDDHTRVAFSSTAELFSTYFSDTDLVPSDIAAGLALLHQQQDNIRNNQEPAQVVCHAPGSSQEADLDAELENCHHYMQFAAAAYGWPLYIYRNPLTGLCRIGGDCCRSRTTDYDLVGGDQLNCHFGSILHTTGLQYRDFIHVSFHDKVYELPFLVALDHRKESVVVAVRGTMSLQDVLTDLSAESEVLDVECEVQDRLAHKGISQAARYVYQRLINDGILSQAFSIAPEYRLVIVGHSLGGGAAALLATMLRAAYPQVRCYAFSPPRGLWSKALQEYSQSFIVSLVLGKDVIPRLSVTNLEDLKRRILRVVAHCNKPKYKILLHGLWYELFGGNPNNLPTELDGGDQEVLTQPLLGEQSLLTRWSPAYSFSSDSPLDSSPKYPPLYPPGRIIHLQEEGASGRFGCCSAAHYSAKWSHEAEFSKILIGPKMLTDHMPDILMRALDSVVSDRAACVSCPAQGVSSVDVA
PKA-R1A act = activators of PKA-R1A complex; P00514+P68181; PKA-R1A dissociation, Cy5-IP20 fluorescence polarization; scaled: DMSO 0%, 113 µM cGMP 100%; activation, % at 11.4 µM; 0.083% of 340,000 active; AID 504707;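 active = percent activation above the mean of all tested compounds plus 3 SD, cut at about 19% in these data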;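 note: higher means more PKAc released from R1A so a rise in polarization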
PKA-R2B activ = activators of human PKA-R2B complex; PKA-R2B holoenzyme dissociation, Cy5-IP20 fluorescence polarization; R2B truncated from residue 108, S112A mutant; 0% DMSO only, 100% 113 µM cGMP; activation, % at 11.4 µM; 0.079% of 340,000 active; AID 504700;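 active = activation above a cutoff set at the mean over all compounds plus 3 SD, cut at about 18% in these data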;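 note: higher means more holoenzyme dissociation and a rise in polarization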
Target sequence (P31323 whole entry, looked up, other chains not shown, the tested form may be a part): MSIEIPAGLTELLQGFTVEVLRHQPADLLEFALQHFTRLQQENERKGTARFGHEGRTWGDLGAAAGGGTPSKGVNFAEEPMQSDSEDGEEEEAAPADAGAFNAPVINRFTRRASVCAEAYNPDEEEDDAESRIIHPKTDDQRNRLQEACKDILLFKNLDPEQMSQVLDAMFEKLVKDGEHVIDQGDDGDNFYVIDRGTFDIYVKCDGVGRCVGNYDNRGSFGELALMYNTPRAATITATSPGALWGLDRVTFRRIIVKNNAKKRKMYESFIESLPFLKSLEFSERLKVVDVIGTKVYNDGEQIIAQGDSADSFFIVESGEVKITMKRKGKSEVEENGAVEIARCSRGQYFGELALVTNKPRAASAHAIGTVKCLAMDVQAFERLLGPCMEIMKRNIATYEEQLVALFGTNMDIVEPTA
MOR-DOR inv ag = inverse agonist of human OPRM1-OPRD1 heterodimerization; P35372+P41143; cell-based MOR-DOR heterodimer luminescence, inverse agonism; inhibition, % at 9.3 µM; 0.21% of 340,000 active; in the data active = inhibition above about 22%, passing the limit was not always enough;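 note: 0% = cells with DMSO and 100% = wells without cells with DMSO; values of inactives mirror those of a sister screen read the other way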
HTR5A inv ag = HTR5A inverse agonism, opioid heterodimer counter-screen. 0.083% of 340,000 active. P47898. inhibition, % at 9.3 µM. HTR5A cell line, luminescence; in the data active = inhibition mostly above about 23%, no sharp cut-off; inactive = mostly below about 18%;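 note: 0% = cells with DMSO and 100% = no-cell wells with DMSO; some compounds called inactive have numbers as strong as hits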
Active calls of the source: *; · = not tested or not shown.

SMILES	Arrestin-AP2 inh	V-ATPase pH	DSG3 Ab inh	MOR-DOR ag	HTR5A ag	DAGLB inh	PKA-R1A act	PKA-R2B activ	MOR-DOR inv ag	HTR5A inv ag
Cn1c(=O)n(Cc2ccccc2)c(=O)c2c1nc1n2CCCN1C1CCCCC1	12	5	104	-1.0	10	-1	8	10	5	-21
CCOC(=O)C1CCCN(C(=O)c2cn(CC)c(=O)c3cc(OC)c(OC)cc23)C1 (configuration not stated)	5	-1	·	-2.0	0	4	-8	-6	12	7
Cc1ccc(C)n1NC(=O)c1ccccc1[N+](=O)[O-]	-9	3	96	-2.1	1	3	17	-2	12	-2
C[C@H](CO)N1C[C@H](C)[C@@H](CN(C)C(=O)Nc2ccc(F)cc2)Oc2ccc(NS(C)(=O)=O)cc2C1=O	26	-3	98	0.6	2	3	-12	2	-3	-20
Cc1cccc(C(=O)OCC(=O)NCCNC(=O)COC(=O)c2cccc(C)c2C)c1C	-11	2	109	-0.2	-1	2	-8	1	1	15
O=C(O)CCSc1nnc(CNc2ccc(Cl)cc2)n1Cc1ccccc1	-15	1	123	-1.5	0	-1	-4	5	8	-20
CC(C)c1onc(C(=O)N2CCCCC2C)c1[N+](=O)[O-] (configuration not stated)	-8	1	90	-2.6	1	-2	6	2	13	-10
CC(C)c1cc2cc3ccc(=O)oc3cc2o1	-2	-3	·	-1.8	0	-8	0	0	8	0
N#Cc1ccccc1OCC(=O)OCC(=O)NC1CCCCC1	15	2	111	-0.1	2	-3	-11	-11	1	6
CC(C)N(C(=O)CSc1nnc(NC(=O)C2CCC2)s1)C(C)C	8	-1	100	-0.6	-5	3	-7	4	3	5
O=C(CCN1C(=O)/C(=C/c2ccccc2Cl)SC1=S)NC1=NCCS1	-17	0	96	-0.7	2	2	-5	-8	4	-6
O=C1ON(Cc2ccccc2)C(c2ccccc2)N1c1ccccc1 (configuration not stated)	-9	5	93	-0.7	2	-1	6	-7	4	-7
CCCc1c(C)nc2ccc(OC)cc2c1SCCC(=O)O	9	-1	106	-0.6	0	4	-8	13	3	0
CC1CCN(CCC(=O)N/N=C/c2ccc([N+](=O)[O-])cc2)CC1	5	0	102	-1.3	0	0	-1	6	6	1
COC(=O)[C@H]1C[C@@H]1[C@H](NC(=O)c1ccccc1)c1ccccc1	12	-2	104	1.7	-1	-2	9	4	-9	-16
Cc1cc(OCCN2CCOCC2)nc2ccccc12	17	-1	93	-1.7	-4	0	-3	7	8	8
O=S(=O)(NCc1cccnc1)c1ccc(Cl)cc1	-2	-1	106	-2.3	2	0	0	0	11	-7
Cc1cc(=O)oc2cc(OCCCN3C(=O)c4ccccc4C3=O)ccc12	-10	4	105	-0.8	7	-1	-13	-9	5	-26
O=C(CCSCCc1ccccn1)Nc1c(F)cc(F)cc1Br	1	-2	112	2.9	1	3	-1	-7	-13	-2
COc1ccc(C(=O)OCC(=O)c2ccccc2)cc1S(=O)(=O)N1CCOCC1	26	0	83	-3.0	3	0	13	8	15	-9
O=C(CSc1nncs1)N1CCN(S(=O)(=O)c2ccccc2)CC1	2	-1	99	0.5	-5	0	-11	2	-3	19
O=C(CSc1ccccn1)N1CCN(c2ncc(C(F)(F)F)cc2Cl)CC1	3	-2	101	2.0	0	-8	0	16	-10	3
Cc1ccc2c(ccc(=S)n2C)c1	4	-2	111	-0.8	1	1	-8	-11	5	-3
Cc1nn(C(C)C(=O)NC2CCCCCC2)c(=O)c2nn(-c3ccccc3)c(C)c12 (configuration not stated)	-6	-2	93	-3.8	2	1	5	5	19	15
CC(=O)Nc1ccc(NC(=O)c2ccccc2N(C)S(=O)(=O)c2ccccc2)cc1	-1	-4	110	-2.6	1	-1	-3	-7	13	7
Next section:
SMILES	Arrestin-AP2 inh	V-ATPase pH	DSG3 Ab inh	MOR-DOR ag	HTR5A ag	DAGLB inh	PKA-R1A act	PKA-R2B activ	MOR-DOR inv ag	HTR5A inv ag
O=C(NC1CCS(=O)(=O)C1)Oc1ccc(Cl)cc1 (configuration not stated)	3	1	106	1.7	0	1	-20	7	-9	3
CCc1c(C)nc(SCc2cccnc2)[nH]c1=O	-5	-2	97	-1.2	6	2	-2	-3	6	5
CCOC(=O)N1CCC(n2c(SCC(=O)OCc3ccccc3)nc3ccsc3c2=O)CC1	22	-4	103	0.5	7	-5	0	1	-3	17
O=C(CSc1nnc(-c2ccccc2)o1)c1ccc2c(c1)OCCO2	3	-3	·	-2.1	2	1	-3	-11	10	-12
CC(C)(C)S(=O)(=O)c1c(C(=O)O)cccc1C(=O)O	-2	1	97	-1.7	0	-1	-5	2	9	-3
COc1ccc(C)cc1NC(=O)Nc1ccc2c(c1)CCC2	-11	-1	122	6.9	-3	-2	-11	-10	-28	7
CCC(CC)C(=O)Nc1ccc(C(=O)c2ccccc2)cc1	22	-1	83	-1.0	0	-4	-14	-1	5	7
O=C(Nc1ccc(S(=O)(=O)Nc2ncccn2)cc1)c1nn(Cc2ccccc2)c(=O)c2ccccc12	0	4	86	0.5	3	3	7	-10	-3	15
COc1ccc(C)cc1NC(=O)CN1CCN(S(=O)(=O)c2ccc(Br)cc2)CC1	6	0	103	1.0	-2	1	-2	8	-6	6
Cn1cc(C2CC(c3ccccc3)=NN2C(=O)c2ccccc2)c2ccccc21 (configuration not stated)	-5	1	100	5.9	4	-1	-2	-5	-31	-6
O=S(=O)(Nc1ccc(S(=O)(=O)N2CCOCC2)cc1)c1ccccc1	0	0	107	-2.9	-7	0	-16	-8	16	-2
Cc1ccsc1/C=C(\C#N)C(=O)NC1CCS(=O)(=O)C1 (configuration not stated)	7	-2	95	-2.5	3	-2	-9	0	13	-9
Cc1cccc(-n2c(N)cc(=O)[nH]c2=S)c1C	3	-2	104	-2.2	2	0	-8	-3	9	-45
O=C(NCCCN1CCOCC1)NC1CCCCC1	-1	-3	108	-1.1	1	-3	11	7	5	1
CCCCCC(=O)N1C[C@H](O)[C@@H](n2cc(COC(=O)c3ccccc3)nn2)C[C@@H]1c1ccc(C)cc1	·	-6	102	·	·	-4	1	9	·	·
Cc1cc(C(=O)CC#N)c(C)n1-c1c(C)n(C)n(-c2ccccc2)c1=O	0	1	97	-2.2	3	2	5	7	11	-7
CCCCNS(=O)(=O)c1ccc2nc(SCC(=O)Nc3sccc3C#N)[nH]c2c1	-3	-1	95	0.3	8	0	-5	6	-2	6
Cc1c(CCOC(=O)CC23CC4CC(CC(C)(C4)C2)C3)sc[n+]1CC(=O)c1ccccc1	9	-1	111	-2.9	13*	4	-10	-7	15	4
CC(C)CC(=O)N=C1SC2CS(=O)(=O)CC2N1Cc1ccccc1 (configuration not stated)	47	0	89	-3.5	0	0	-10	-11	17	0
O=C(NCCCn1ccnc1)/C(=C\c1cccnc1)NC(=O)c1ccccc1Br	3	-2	112	-1.6	6	-1	1	-9	8	11
C[N+]1(C2CCC3CCC2C3O)CCCC1 (configuration not stated)	-1	5	117	-1.5	-2	0	4	-8	8	0
O=[N+]([O-])c1cccc(S(=O)(=O)Nc2cccc(-c3ccc(N4CCCC4)nn3)c2)c1	-5	2	102	0.5	0	2	2	-10	-3	1
O=C(CN1CCCCC1)N1CCc2ccccc21	2	-2	100	-0.1	0	-1	-3	2	0	0
O=C(COC(=O)Cc1ccc(F)cc1)NC(=O)NC1CCCC1	-2	5	106	-2.2	5	-2	11	3	9	-3
CSc1nc2ccc(S(=O)(=O)N3CCCCC3)cc2s1	27	-3	92	-2.4	3	-4	4	-6	12	-16
Next part.
SMILES	Arrestin-AP2 inh	V-ATPase pH	DSG3 Ab inh	MOR-DOR ag	HTR5A ag	DAGLB inh	PKA-R1A act	PKA-R2B activ	MOR-DOR inv ag	HTR5A inv ag
COc1ccc(S(=O)(=O)c2c(O)c3ccc(C(=O)Nc4ccccc4)cc3[nH]c2=O)cc1	12	1	107	-2.3	-1	4	-2	9	12	11
O=C(COc1ccccc1Cl)Nc1ccc(CN2CCCCC2)cc1	-22	0	99	0.2	-1	-1	7	0	-1	-6
COc1ccc(CCNC(=O)c2cc(-c3ccccc3)on2)cc1OC	-10	7	107	-0.6	-1	-2	3	-1	3	17
Cc1ccc(C(=O)O/N=C(\N)c2ccc(C(F)(F)F)cn2)cc1	-11	2	92	0.4	-2	-4	-4	3	-2	8
CC(=O)NC1C(=O)N(CCN2CCOCC2)c2ccc(F)cc21 (configuration not stated)	4	5	90	-2.6	1	10	1	7	15	-2
COc1ccc(C(=O)Nc2ccncc2)cc1[N+](=O)[O-]	-1	-2	101	-3.7	-3	-4	-4	-2	18	11
O=C(COC(=O)c1ccc([N+](=O)[O-])s1)NCc1ccc(F)cc1	3	0	112	-0.6	4	2	-4	4	3	-5
O=C(Nc1cc(Cl)ccc1-n1cncn1)c1cc(S(=O)(=O)N2CCOCC2)ccc1F	-10	2	106	0.3	-1	1	-1	2	-2	-3
CC(Sc1nc2c(c(=O)n(C)c(=O)n2C)n1Cc1cc2c(cc1Cl)OCO2)C(=O)O (configuration not stated)	-3	-1	101	-1.9	7	-1	4	-14	10	5
COc1ccc([N+](=O)[O-])cc1NC(=O)Cn1ccsc1=N	-2	-1	100	-0.1	-1	1	-6	-6	1	5
CC(C)CC1Nc2ccc(C(=O)NCCCN3CCCCC3C)cc2NC1=O (configuration not stated)	1	2	102	-3.5	1	1	-1	9	18	-5
CC(C)CCn1cnc2c(oc3nc4c(cc32)CCCC4)c1=O	27	5	110	-0.6	-2	-2	-14	16	3	2
O=C(CCS(=O)(=O)c1ccccc1)Nc1nnc(C(F)(F)F)s1	-2	-3	·	0.7	1	2	2	5	-5	-2
O=C(O)c1cc2ccccc2cn1	6	-5	92	-1.7	3	-6	3	3	7	-11
COc1ccc(OCCCC(=O)ON=C(N)c2ccccc2C)cc1	0	5	105	9.7	6	-19	1	2	-42	-15
CCC1C(=O)N=C(SCC(=O)Nc2cccc3ccccc23)NC1=O (configuration not stated)	17	·	103	-0.2	-2	2	-5	-1	1	5
COc1cccc(-c2nc3ccc(C(=O)NC(C)Cc4cccnc4)cc3o2)c1 (configuration not stated)	28	3	102	-1.0	6	-3	-5	0	5	-16
CC(C)C[C@@H](CN1CCCC1CN1C(=S)NC[C@@H]1Cc1ccc(O)cc1)N1C[C@H](Cc2ccccc2)N(CCc2ccccc2)C1=S (some centres not stated)	6	4	114	1.3	2	-6	-8	-14	-6	-7

Reformatted: results already given.
SMILES | Arrestin-AP2 inh | V-ATPase pH | DSG3 Ab inh | MOR-DOR ag | HTR5A ag | DAGLB inh | PKA-R1A act | PKA-R2B activ | MOR-DOR inv ag | HTR5A inv ag
CC(C)CC1Nc2ccc(C(=O)NCCCN3CCCCC3C)cc2NC1=O (configuration not stated) | 1 | 2 | 102 | -3.5 | 1 | 1 | -1 | 9 | 18 | -5
CC(C)CCn1cnc2c(oc3nc4c(cc32)CCCC4)c1=O | 27 | 5 | 110 | -0.6 | -2 | -2 | -14 | 16 | 3 | 2
O=C(CCS(=O)(=O)c1ccccc1)Nc1nnc(C(F)(F)F)s1 | -2 | -3 | · | 0.7 | 1 | 2 | 2 | 5 | -5 | -2
O=C(O)c1cc2ccccc2cn1 | 6 | -5 | 92 | -1.7 | 3 | -6 | 3 | 3 | 7 | -11
COc1ccc(OCCCC(=O)ON=C(N)c2ccccc2C)cc1 | 0 | 5 | 105 | 9.7 | 6 | -19 | 1 | 2 | -42 | -15

Screens deposited in PubChem by several laboratories.
